From PubChem
Gli-Sufu antag: antagonists of Gli-Sufu signaling. inhibition, % at 5 µM. 340,000 compounds, 0.74% hits. Sufu-KO-LIGHT fibroblasts, Gli luciferase reporter luminescence;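 active = inhibition above about 55%, limit read from the data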;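 also: 0% = DMSO-treated cells and 100% = wells with medium but no cells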
MPTP block: inhibitors of mitochondrial permeability transition pore. inhibition, % at 10 µM. AID 602449. 360,000 compounds, 1.4% hits. isolated mouse mitochondria, Ca2+ swelling absorbance, 30 min;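 active = inhibition of 50% or more, scaled per plate between neutral and stimulator controls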;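 also: 0% = DMSO wells given calcium and 100% = 1 mM EGTA wells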
EBI2 antag: EBI2 (human) antagonism | 360,000 compounds, 0.81% hits | P32249 | EBI2 beta-arrestin recruitment, luminescence, 7a,25-OHC stimulated | inhibition, % at 5 µM; in the data active = inhibition above about 38%;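 also: enzyme fragment complementation signal reports receptor beta-arrestin coupling in cells; 0% = agonist plus DMSO wells and 100% = wells without agonist; some results beyond the cut were filed as inactive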
Target sequence (P32249 whole entry, looked up, the tested form may be a part): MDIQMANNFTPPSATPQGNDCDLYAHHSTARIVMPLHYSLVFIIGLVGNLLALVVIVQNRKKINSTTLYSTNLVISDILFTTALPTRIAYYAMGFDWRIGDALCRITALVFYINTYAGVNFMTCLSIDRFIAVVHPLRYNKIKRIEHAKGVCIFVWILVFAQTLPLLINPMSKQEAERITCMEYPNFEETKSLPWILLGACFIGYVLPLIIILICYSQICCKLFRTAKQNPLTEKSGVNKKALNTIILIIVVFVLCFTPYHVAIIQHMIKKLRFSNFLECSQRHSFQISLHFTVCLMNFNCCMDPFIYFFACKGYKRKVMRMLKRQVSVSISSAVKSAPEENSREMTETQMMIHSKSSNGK
CXCR6 inh: CXCR6 (human) receptor inhibition | 360,000 compounds, 0.36% hits | CHO-K1 PathHunter CXCR6 beta-arrestin, luminescence | inhibition, % at 20 µM; in the data active = inhibition above about 34%, passing the limit was not always enough;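 also: antagonist mode with CXCL16 agonist at 10 nM final; 0% = 10 nM CXCL16 with DMSO and 100% = unstimulated wells without agonist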
Target sequence (O00574 whole entry, looked up): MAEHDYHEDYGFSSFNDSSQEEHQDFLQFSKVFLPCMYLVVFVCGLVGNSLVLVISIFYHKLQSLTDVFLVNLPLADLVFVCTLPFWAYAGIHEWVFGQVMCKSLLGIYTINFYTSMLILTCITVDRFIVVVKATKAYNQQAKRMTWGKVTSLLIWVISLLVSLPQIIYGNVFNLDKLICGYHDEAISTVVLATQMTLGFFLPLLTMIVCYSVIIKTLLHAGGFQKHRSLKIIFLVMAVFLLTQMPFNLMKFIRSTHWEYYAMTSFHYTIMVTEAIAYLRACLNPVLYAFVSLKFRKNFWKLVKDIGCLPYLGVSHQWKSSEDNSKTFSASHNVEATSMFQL
APOBEC3A inh: inhibitors of human APOBEC3A DNA deaminase; 330,000 compounds, 0.41% hits; P31941; inhibition, % at 20 µM; recombinant A3A, FAM/TAMRA ssDNA deamination fluorescence;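 active = at least 40% inhibition at 20 µM here, with at most 30% in a related deaminase screen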;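 also: plate controls were A3A with DMSO for no effect and wells lacking A3A enzyme for full effect; some results filed as inactive read as strong as hits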
CCR6 antag: CCR6 (human) receptor antagonism. P51684. CHO-K1 CCR6 PathHunter beta-arrestin, luminescence, CCL20-stimulated. inhibition, % at 20 µM. 340,000 compounds, 0.49% hits;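 active = compounds whose inhibition of the agonist-driven luminescence signal at 20 µM reaches about 50%, limit read from the data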;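 also: cells stimulated with CCL20 at 14 nM final; plate controls were DMSO with CCL20 for no effect and DMSO without agonist for full effect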
Target sequence (P51684 whole entry, looked up): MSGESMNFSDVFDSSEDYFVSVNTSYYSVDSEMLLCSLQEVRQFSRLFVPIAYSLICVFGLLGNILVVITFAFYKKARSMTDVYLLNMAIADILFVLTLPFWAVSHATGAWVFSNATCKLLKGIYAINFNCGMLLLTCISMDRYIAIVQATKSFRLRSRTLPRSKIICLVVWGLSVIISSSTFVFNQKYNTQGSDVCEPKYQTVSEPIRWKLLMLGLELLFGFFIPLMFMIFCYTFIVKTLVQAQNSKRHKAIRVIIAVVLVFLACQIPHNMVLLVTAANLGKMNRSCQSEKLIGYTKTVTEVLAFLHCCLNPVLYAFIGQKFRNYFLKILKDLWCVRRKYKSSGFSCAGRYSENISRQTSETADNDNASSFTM
GRIN3A LBD mod: NR3A (human) ligand-binding domain modulation; NR3A LBD differential scanning fluorimetry, Tm shift; 0% = protein alone, 100% = glycine-bound protein; 340,000 compounds, 2.5% hits; Tm shift relative to glycine control, % at 25 µM; AID 1259313;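 active = melting temperature shift of at least 10% of the positive control shift, at one fixed dose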
APOBEC3G inh: inhibitors of human APOBEC3G DNA deaminase. recombinant A3G, ssDNA deamination FAM/TAMRA fluorescence. inhibition, % at 20 µM. 330,000 compounds, 0.28% hits;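 active = inhibition of at least 40% at 20 µM, with no more than 30% in the related APOBEC3A deaminase screen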;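 also: plate controls were DMSO wells with A3G for no effect and wells lacking A3G enzyme for full effect; some compounds called inactive have numbers as strong as hits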
* hit, by the source's call; . = no result given.

SMILES | Gli-Sufu antag | MPTP block | EBI2 antag | CXCR6 inh | APOBEC3A inh | CCR6 antag | GRIN3A LBD mod | APOBEC3G inh
O=C(Nc1ccccc1)Nc1sccc1-c1nc2ccccc2s1 | 3 | 26 | 2 | 3 | 1 | -5 | 22* | 2
CCOC(=O)c1c(NC(=O)C(C)Sc2c[nH]c3ccccc23)sc2c1CCC2 (centres undefined) | 3 | 3.9 | -14 | -15 | -6 | -6 | 9 | -8
O=[N+]([O-])c1ccccc1/C=N\N1CCN(Cc2ccccc2Cl)CC1 | -8 | 0.0 | 3 | 5 | -4 | 2 | 3 | -5
CC1(C)CC(NC(=O)COc2ccc(Br)cc2Cl)CC(C)(C)N1 | 29 | 1.0 | -7 | -3 | -4 | -5 | 2 | -10
CC(=O)C1=C(C)NC(=O)NC1c1ccc2c(c1)OCO2 (centres undefined) | 22 | -0.2 | -18 | 3 | -2 | -2 | 2 | -5
CNC(=S)NNc1nc(N2CCOCC2)nc(N2CCOCC2)n1 | -3 | -0.8 | -4 | 5 | 3 | -1 | -2 | -1
CC(C)(C)OC(=O)N1CCCC1C(=O)N1CCCC1C(=O)N1CCCC1C(=O)O (centres undefined) | -17 | 1.2 | -7 | -2 | . | -6 | -1 | .
Cn1c(C(=O)N2CCCc3ccccc32)cc2sccc21 | -5 | -1.1 | 2 | 8 | 2 | -3 | 0 | -4
COc1cccc(NC(=O)COC(=O)Cc2ccc(Cl)cc2)c1 | -8 | -1.3 | -4 | -1 | -4 | -7 | -5 | -11
CCOc1cc2[nH]c(=O)n(CCC(=O)NCCc3ccc(OC)c(OC)c3)c(=O)c2cc1OCC | 1 | -1.1 | -6 | -5 | -2 | -18 | 1 | -6
O=C(c1ccoc1)N1CCCC(N2CCN(c3cccc(Cl)c3)CC2)C1 (centres undefined) | 13 | 0.7 | -5 | -4 | -3 | 14 | 2 | -8
O=C(O)CSc1ncccc1C(=O)O | 13 | -1.6 | -5 | -12 | 1 | -4 | 6 | -4
O=c1c(/C=N/O)coc2ccc3ccccc3c12 | 6 | 0.4 | -1 | 2 | 1 | -5 | -17 | 8
CCOCCCNC(=O)C(NC(=O)c1ccc2c(c1)OCO2)c1ccc(OC)cc1 (centres undefined) | 19 | -0.9 | -1 | -2 | -1 | 4 | -1 | -1
C=CCn1c(-c2ccc(OC)c(OC)c2)n[nH]c1=S | -6 | 7.8 | 0 | -10 | 4 | 7 | 3 | 16
Cc1ccc(OCCNC(=O)CCc2ccccc2)cc1C | -5 | 3.6 | 17 | 0 | -5 | 11 | 5 | -7
Cc1ccc(-c2noc(CCC(=O)NCc3ccco3)n2)cc1 | 0 | 0.2 | 3 | -1 | 6 | -5 | 0 | -3
O=C(O)c1cc(-c2ccc(-c3c(-c4ccc5c(c4)OCO5)noc3-c3ccsc3)cc2)nc2ccccc12 | -28 | -1.4 | -2 | 1 | . | -1 | -5 | .
O=C(O)c1ccc(NC(CSCc2ccccc2F)C(=O)O)c([N+](=O)[O-])c1 (centres undefined) | -27 | 4.3 | 0 | 9 | 0 | 25 | -18 | -4
COc1ccc(NC(=O)c2ccco2)cc1NC(=O)c1cc2ccccc2o1 | 10 | 1.0 | 22 | 7 | 4 | 3 | -9 | 0
COc1ccccc1NC(=O)C(C)OC(=O)CCC1CCCCC1 (centres undefined) | -6 | 1.5 | 1 | -12 | -8 | 7 | 11* | -5
O=C(Nc1cnn(Cc2ccccc2)c1)NC12CC3CC(CC(C3)C1)C2 | -21 | -1.6 | 9 | 2 | -1 | 6 | -8 | -4
c1ccc(NC2=NCCN2CC2CCC2)cc1 | 0 | 1.6 | -7 | 1 | -5 | 8 | -2 | -11
C/[N+]([O-])=C\CC(=O)c1ccc(-c2ccccc2)cc1 | 6 | -1.1 | 1 | 1 | -1 | -5 | 0 | -6
COCCCN1C(=O)c2ccc(C(=O)Nc3ccc(OC)cc3)cc2C1=O | -2 | -1.8 | 58* | -3 | 3 | 9 | 1 | 2
Cc1ccc2[nH]c(C(=O)N3CCCCC3)cc2c1 | 2 | -1.0 | 32 | -14 | -7 | 11 | -2 | -5
Cn1c(CNc2ccc(Cl)cc2)nc2ccccc21 | -72 | -1.3 | 3 | -17 | -3 | 5 | 12* | -5
COC(=O)Cc1nnc(SCC(=O)Nc2ccccc2)c2ccccc12 | -1 | 0.6 | -9 | 5 | -2 | 10 | -2 | -8
CCOc1cccc(CN2CCCC(CCC(=O)NCc3ccccc3F)C2)c1O (centres undefined) | 1 | 0.0 | -4 | 10 | -3 | 11 | -1 | -4
COc1ccccc1N1CCN(C2CCCN(C(=O)c3ccnc4ccc(C)cc34)C2)CC1 (centres undefined) | -11 | 0.0 | 6 | 0 | -1 | 13 | 0 | -11
CS(=O)(=O)c1ccc(Cl)c(NC(=O)COC(=O)c2cccc(S(=O)(=O)N3CCCC3)c2)c1 | -2 | -0.1 | 6 | 9 | 14 | 2 | 2 | -5
Cc1cccc(N(CC(N)=O)C2SC(=O)N(c3ccccc3)C2=O)c1 (centres undefined) | -9 | -2.4 | -5 | -3 | -6 | 5 | 2 | -4
Cc1cc(NC(=O)COC(=O)c2c(C)noc2C)ccc1Br | 19 | 0.8 | -12 | 2 | 2 | -1 | -4 | 0
O=C(Nc1nnc(C2CC2)o1)c1ccc(S(=O)(=O)N2CCc3ccccc3C2)cc1 | -7 | 2.1 | -20 | -1 | -3 | -1 | -1 | -3
Cc1cc(=O)oc2cc(NC(=O)c3ccccc3C(=O)O)ccc12 | 6 | -1.1 | -1 | -14 | -3 | 9 | 1 | -7
Cc1cccc(NC(=O)CN2C(=O)CCS(=O)(=O)c3ccccc32)c1C | -7 | -0.8 | 4 | -7 | -2 | 0 | -1 | -3
CCOc1ccc(CNC(=O)C2Cc3cc(S(=O)(=O)N4CCCCC4)ccc3N2C(C)=O)cc1 (centres undefined) | 2 | -2.0 | 7 | 3 | 1 | 0 | -2 | -1
O=C(NCc1nc2ccccc2[nH]1)C1=C[C@@H](c2csc3ccccc23)C[C@@H](OCc2ccc(CO)cc2)O1 | 15 | -0.8 | 5 | 0 | -3 | 13 | -27 | -7
CN(C)S(=O)(=O)c1ccc(NC(=O)N2CCN(c3ccccc3Cl)CC2)cc1 | 14 | 2.4 | 1 | 8 | -2 | 3 | -7 | -2
COc1cccc(CC(=O)NCC2COc3ccccc3O2)c1OC (centres undefined) | . | -1.3 | -9 | -1 | -1 | 10 | 1 | -4
Cc1noc(C)c1NC(=O)N(C)C[C@@H]1Oc2ccc(NC(=O)Cc3cn(C)c4ccccc34)cc2CC(=O)N([C@H](C)CO)C[C@@H]1C | -11 | 0.9 | -1 | -1 | 0 | 12 | 1 | 14
O=C(COc1ccc2c3c(c(=O)oc2c1)CCC3)NCC1CCC(C(=O)O)CC1 (centres undefined) | 7 | 0.7 | 3 | 0 | 1 | 2 | 0 | 3
Cc1ccc(-c2cc(NC(=O)CCl)n(-c3ccccc3)n2)cc1 | -3 | -1.3 | 10 | -8 | 0 | -16 | 2 | -2
O=C(Nc1ccc(N2CCOCC2)cc1)c1cccc(S(=O)(=O)N2CCCC2)c1 | -2 | -0.9 | -6 | -9 | -2 | 4 | 0 | -4
C/C=C(\C)C(=O)Nc1cccc(C2=NOC3(C2)C[C@H](C(N)=O)N(C(=O)CC#N)C3)c1 (some centres undefined) | -9 | 0.0 | 8 | 0 | 0 | 1 | 4 | 2
O=C(CN(Cc1ccco1)C(=O)CNS(=O)(=O)c1ccccc1)NC1CCCCC1 | -17 | 0.3 | -5 | -1 | . | 1 | -3 | .
N#Cc1ccc(NC(=O)CCc2ccc(S(=O)(=O)N3CCOCC3)cc2)cc1 | 1 | 5.6 | 3 | 0 | 2 | 9 | -1 | -4
CCOc1ccccc1NC(=O)CSC1=NN2CCCC(=O)N=C2S1 | 0 | -0.8 | 4 | 0 | -3 | -1 | -5 | -9
CC(=O)N1CCC2(CC1)C(C#N)=C(N)Oc1n[nH]c(CSc3ccc(C)cc3)c12 | 2 | -0.1 | -10 | 1 | 0 | -3 | 0 | -4
COc1ccc(S(=O)(=O)NC(C)C(=O)NCc2ccncc2)cc1Cl (centres undefined) | 28 | 0.1 | -3 | -2 | -1 | 6 | 1 | -14
CC(OC(=O)C1=COCCO1)C(=O)Nc1ccc(Oc2ccccc2)cc1 (centres undefined) | 0 | -2.3 | 7 | 6 | 2 | -6 | 1 | -1
CC1(C)CC(=O)C(C(=O)/C=C/NCCc2ccccc2)C(=O)C1 | 5 | 1.2 | 4 | 8 | -2 | 5 | 0 | -4
Cc1onc(-c2c(F)cccc2Cl)c1C(=O)OCC(=O)c1c[nH]c2ccccc12 | 1 | 13 | 11 | -6 | 7 | -5 | 13* | 6
O/C(=C\Sc1nnc(Cc2ccccc2)o1)c1ccc(F)cc1 | -6 | 0.1 | 4 | 2 | -1 | 8 | 2 | -2
CCc1ccc(NC(=S)N2CCN(S(=O)(=O)c3ccccc3)CC2)cc1 | 2 | -3.1 | 7 | -6 | -4 | 6 | -6 | -7
CCn1c(SCC(=O)NCc2ccccc2)nnc1-c1c[nH]c2ccccc12 | 34 | -1.6 | -5 | 6 | 3 | 6 | 1 | 0
Cc1ccc(N2C(=O)CCC2(C(N)=O)c2ccccc2)cc1 (centres undefined) | 13 | -1.3 | -6 | -1 | 0 | 9 | -6 | -3
CC(=O)Nc1ccc(NC(=O)COC(=O)/C=C/c2ccc3c(c2)OCO3)cc1 | 4 | -0.4 | 3 | 0 | 9 | 0 | 1 | -5
CC(OC(=O)c1cccc(S(=O)(=O)N2CCN(C)CC2)c1)C(=O)Nc1ccc(C(N)=O)cc1 (centres undefined) | -5 | -0.5 | -9 | 7 | 0 | -16 | -1 | -7
CCCN(CC(=O)Nc1ccccc1C)C(=O)C1CC(=O)N(c2ccccc2OCC)C1 (centres undefined) | 0 | -0.5 | -4 | 7 | . | -5 | -1 | .

Whole records, quoted from the list:
CC(OC(=O)c1cccc(S(=O)(=O)N2CCN(C)CC2)c1)C(=O)Nc1ccc(C(N)=O)cc1 (centres undefined) reads Gli-Sufu antag: -5; MPTP block: -0.5; EBI2 antag: -9; CXCR6 inh: 7; APOBEC3A inh: 0; CCR6 antag: -16; GRIN3A LBD mod: -1; APOBEC3G inh: -7
CCn1c(SCC(=O)NCc2ccccc2)nnc1-c1c[nH]c2ccccc12 reads Gli-Sufu antag: 34; MPTP block: -1.6; EBI2 antag: -5; CXCR6 inh: 6; APOBEC3A inh: 3; CCR6 antag: 6; GRIN3A LBD mod: 1; APOBEC3G inh: 0
O/C(=C\Sc1nnc(Cc2ccccc2)o1)c1ccc(F)cc1 reads Gli-Sufu antag: -6; MPTP block: 0.1; EBI2 antag: 4; CXCR6 inh: 2; APOBEC3A inh: -1; CCR6 antag: 8; GRIN3A LBD mod: 2; APOBEC3G inh: -2

(continued)
SMILES | Gli-Sufu antag | MPTP block | EBI2 antag | CXCR6 inh | APOBEC3A inh | CCR6 antag | GRIN3A LBD mod | APOBEC3G inh
O=C1Nc2ccc(Cl)cc2C12OCCCO2 | 1 | -0.5 | -7 | -8 | -6 | 6 | 0 | -10
COCCCN(C(=O)CSCC(=O)Nc1ccc(C)cc1)c1c(N)n(Cc2ccccc2)c(=O)[nH]c1=O | -4 | -0.7 | -3 | 1 | . | 2 | 0 | .
COc1cccc(-c2cnc(OC(C)(C)C)nc2OC(C)(C)C)c1 | 14 | -0.3 | -3 | 3 | -4 | 1 | 4 | -10
O=C(Cn1cc([N+](=O)[O-])ccc1=O)NCc1ccc(Cl)cc1Cl | 1 | -0.8 | 9 | 4 | -8 | -2 | 1 | -7
COc1ccc(NC(=O)CCC(=O)NCCO)cc1 | 15 | -2.5 | -6 | 3 | -4 | 11 | 0 | -8
Cc1ccc(NC(=O)C[n+]2cc(-c3ccccc3)n3c2CCC3)c(C)c1 | 6 | -0.9 | 6 | -5 | -1 | -2 | 2 | -6

Structures above that bear a hit mark in EBI2 antag:
molecule | MPTP block | EBI2 antag | CXCR6 inh | APOBEC3A inh | CCR6 antag | GRIN3A LBD mod | APOBEC3G inh
COCCCN1C(=O)c2ccc(C(=O)Nc3ccc(OC)cc3)cc2C1=O | -1.8 | 58* | -3 | 3 | 9 | 1 | 2
